# Screens deposited in PubChem BioAssay by several laboratories.
# L929 necroptosis: L929 zVAD cell death inhibition; 220,000 compounds, 0.38% hits; viability rescue, % at 10 µM; AID 1377; L929 zVAD necroptosis rescue, ATP luminescence, 24 h; with zVAD 60 µM;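 active means activation, scaled between plate controls, above about 75%, limit read from the data; inactive means activation under that limit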;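 further: 0% = zVAD with DMSO and 100% = DMSO alone without zVAD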
# FXIa inh 1536: blocks human coagulation factor XIa protease activity | 220,000 compounds, 0.14% hits | inhibition, % at 5 µM | purified FXIa, Boc-Glu-Ala-Arg-AMC fluorogenic substrate;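 active means inhibition of at least 40%; inactive means inhibition below 40%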;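 further: fluorescence of freed AMC excited at 355 nm; 0% = enzyme without compound and 100% = no enzyme blank; many of its hits are not listed in these tables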
# Wee1 degr inh: blocks degradation of human Wee1 kinase. HeLa Luc-Wee1K328M stability, luciferase luminescence; 100% = proteasome inhibitor MG132 effect. reporter increase, % at 5 µM. 220,000 compounds, 1.2% hits;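 active means activation above the mean of all tested compounds plus 3 SD, set per screening run, cut at about 8.8% in these data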;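 further: cells exposed to compound for 20 h before luminescence read; 0% = DMSO alone and 100% = MG132 at 30 µM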
# Target sequence (P30291 whole entry K328M): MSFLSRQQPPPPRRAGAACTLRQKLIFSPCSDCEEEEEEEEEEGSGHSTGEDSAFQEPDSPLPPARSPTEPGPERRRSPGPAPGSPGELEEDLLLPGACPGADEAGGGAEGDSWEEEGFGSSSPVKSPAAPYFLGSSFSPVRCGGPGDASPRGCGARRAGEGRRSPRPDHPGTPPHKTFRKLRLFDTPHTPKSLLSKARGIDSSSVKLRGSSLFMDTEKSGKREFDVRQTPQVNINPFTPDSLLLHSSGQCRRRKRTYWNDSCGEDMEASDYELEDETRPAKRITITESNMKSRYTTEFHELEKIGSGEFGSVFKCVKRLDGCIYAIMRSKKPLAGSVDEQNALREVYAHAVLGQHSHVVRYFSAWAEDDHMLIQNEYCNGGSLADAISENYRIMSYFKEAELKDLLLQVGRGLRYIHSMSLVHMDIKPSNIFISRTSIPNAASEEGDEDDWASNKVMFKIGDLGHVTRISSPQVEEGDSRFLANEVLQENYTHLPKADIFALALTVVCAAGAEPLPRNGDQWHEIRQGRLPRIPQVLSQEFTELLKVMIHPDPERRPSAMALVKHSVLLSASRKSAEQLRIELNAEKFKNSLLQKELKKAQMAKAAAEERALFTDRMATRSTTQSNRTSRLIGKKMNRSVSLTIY
# FXIIa inh 1536: inhibitors of human coagulation factor XIIa; P00748; purified FXIIa, Boc-QGR-AMC fluorogenic substrate, 2 h; 220,000 compounds, 0.3% hits; inhibition, % at 5 µM; in the data active means inhibition above about 40%;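 further: 0% = enzyme with no compound and 100% = blank without enzyme; many of its hits are not listed in these tables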
# Tb hexokinase: blocks Trypanosoma brucei hexokinase 1 activity. recombinant TbHK1, G6PDH-coupled NADH A340. inhibition, % at 10 µM. 220,000 compounds, 0.11% hits. AID 1430;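 active means inhibition of 50% or more in the single-dose primary screen; inactive means inhibition below 50%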
# PPC-1+TRAIL kill: compounds killing PPC-1 cancer cells with TRAIL present (potentiator screen, no TRAIL-free arm) | PPC-1 cells + TRAIL, ATPLite viability luminescence | cell killing (% activity), % at 4 µM | 220,000 compounds, 0.41% hits | AID 1443;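 active means cell killing above 50% in the first pass at 4 µM, then a duplicate retest at 5 µM averaging 50% or more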;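 further: plate controls were cells with TRAIL plus DMSO for no effect and medium-only wells lacking cells for full effect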
# CHOP inh: CHOP inhibition in unfolded protein response | CHO-K1 CHOP-promoter luciferase, tunicamycin-induced, 15-18 h | inhibition, % at 10 µM | 220,000 compounds, 3.8% hits | AID 2732;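 active means compounds that reduced the stress-induced luciferase reporter signal by more than about 70% of percent inhibition, limit read from the data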;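 further: 0% = tunicamycin plus vehicle and 100% = wells without tunicamycin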
# EP2 antag: EP2 receptor (human) inhibition; P43116; C6 glioma cells expressing human EP2, cAMP TR-FRET; cells stimulated with saturating PGE2; 260,000 compounds, 0.52% hits; inhibition, % at 25 µM;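 active means percent inhibition above 40 after rounding to a whole number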;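 further: rat C6 glioma host cells with rolipram phosphodiesterase inhibitor present; the protocol text gives 20 µM as final concentration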
# Target sequence (P43116 whole entry, looked up): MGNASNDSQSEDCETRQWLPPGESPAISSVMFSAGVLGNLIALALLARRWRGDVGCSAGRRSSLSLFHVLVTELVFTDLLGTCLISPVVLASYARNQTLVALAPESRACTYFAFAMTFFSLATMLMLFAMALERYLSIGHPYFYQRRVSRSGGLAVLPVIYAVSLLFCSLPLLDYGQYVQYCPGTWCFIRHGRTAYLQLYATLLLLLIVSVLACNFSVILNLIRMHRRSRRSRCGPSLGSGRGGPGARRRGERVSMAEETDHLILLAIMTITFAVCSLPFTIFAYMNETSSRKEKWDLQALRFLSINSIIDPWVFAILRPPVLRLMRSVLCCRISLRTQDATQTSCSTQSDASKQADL
# TNF death inh: blocks TNF-alpha induced death of Jurkat FADD-/- cells. Jurkat FADD-/- TNF necroptosis rescue, ATP luminescence, 24 h; 0 = TNF only, 100 = no-TNF cells. activation (protection from cell death), % at 10 µM. 220,000 compounds, 0.068% hits;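 active means activation, meaning protection from cell death, of at least 50% relative to plate controls; inactive means activation below 50%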;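 further: necroptosis triggered by 40 ng/mL TNF-alpha added together with compound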
# Starred values were filed as active, the others as inactive; . = not tested or not shown; & = joins results of further samples; [ ] = remark or other dose. A portion of the library, so the mix of outcomes need not match the whole.
Molecule	L929 necroptosis	FXIa inh 1536	PPC-1+TRAIL kill	FXIIa inh 1536	Wee1 degr inh	CHOP inh	Tb hexokinase	TNF death inh	EP2 antag
CCOC(=O)C1CCCN(C(=O)c2ccccc2SCCOC)C1 (stereo not given)	0.6	-4.2	3.9	-5.0	-2.6	-11.2	0.2	-0.9	-1.7
OCCN1CCOCCN(CCO)CCN(CCO)CC1	0.2	-9.0	5.1	9.9	0.7	-7.5	-6.7	-0.9	10.3
OCCNc1c2ccccc2nc2ccccc12	69.2	-3.5	13.9	8.1	1.0	20.5	-6.2	-11.9	1.1
Cc1ccc(NC(=O)C/C(N)=N/O)cc1Cl	1.1	2.8	11.7	10.8	-2.2	1.9	-6.7	-1.0	11.5
Cc1nn(Cc2ccc(C(=O)Nc3ccccc3F)cc2)c(C)c1Cl	-0.1	4.2	22.9	6.5	0.7	17.6	-7.3	4.7	5.3
COc1ccc(N2CCN(C3CC(=O)N(Cc4ccccc4)C3=O)CC2)cc1 (stereo not given)	2.6	0.3	9.4	.	-3.6	-0.8	-0.7	0.2	7.8
Cc1ccccc1C(=O)c1cccn1CC(=O)NCCN1CCN(c2cccc(C)c2C)CC1	4.8	6.4	7.6	10.1	0.2	63.5	-6.6	-0.3	5.4
CC(=O)N1CCCc2cc(S(=O)(=O)N(C)Cc3ccccc3)ccc21	-0.2	-4.3	24.9	-2.2	1.0	7.0	-4.7	-1.6	5.8
Cc1ccccc1CC1(CO)CCCN(Cc2ccc(C#CC(C)(C)O)cc2)C1 (stereo not given)	0.5	3.9	4.3	6.0	-1.3	36.2	-3.4	1.3	7.2
Cc1ccc2c(c1)COc1c3ccc(C(=O)N4CCOCC4)cc3nn1-2	1.3	-0.6	18.5	2.1	.	-32.5	-28.8	-7.6	9.0
CC(CCc1ccccc1)NC(=O)c1cccs1 (stereo not given)	-0.2	-7.7	14.0	-4.5	0.7	21.5	2.5	-2.1	15.4
CC(=O)c1cccc(NC(=O)CSc2nc(N3CCCCC3)nc(N3CCCCC3)n2)c1	0.9	1.4	4.7	7.6	-1.0	29.1	-6.0	0.4	8.0
C=CCNC(=O)c1nc2ccccc2s1	-0.1	8.1	1.9	14.7	6.6	4.8	-1.8	-2.0	7.6
O=S(=O)(c1ccccc1Cl)N1CCCC1c1nc(-c2ccccc2Cl)no1 (stereo not given)	-0.5	5.6	19.2	2.1	1.5	29.6	-2.8	-6.0	12.0
O=C(N/N=C/c1ccc(OCc2ccccc2)cc1)c1cc[n+](Cc2ccccc2)cc1	0.8	4.4	-2.4	13.8	1.6	-11.9	-15.5	1.5	3.0
COc1cc(OC)cc(C(=O)Nc2ccc(S(=O)(=O)Nc3ncccn3)cc2)c1	2.0	-1.2	3.3	6.1	-2.5	1.7	-0.3	2.8	2.5
CCCNC(=O)Cc1ncn[nH]1	-0.3	0.0	-6.7	-27.0	-3.1	1.9	6.6	-0.5	2.2
COCCOC(=O)c1c(C)oc2ccc(O)c(CN3CCC(C)CC3)c12	-0.1	-2.5	26.4	0.2	-1.4	0.6	0.5	4.9	5.5
CCOC(=O)Cn1cc(C(=O)C2CC2)c2ccccc21	0.0	19.7	26.8	20.3	1.5	17.2	5.0	0.0	6.4&4.1
Cc1ccc(Cn2nc(C)c(NC(=O)C3(C)CC3(Br)Br)c2C)cc1 (stereo not given)	0.1	7.0	-4.7	14.2	-0.6	12.9	4.5	1.0	6.2
CCSCc1nnc(SCC(=O)c2ccc(OC)cc2)n1C	-0.9	1.7	32.8	21.2	-3.1	-15.1	-2.5	-0.1	8.4
CCCNC(=O)NC(=O)COC(=O)CNS(=O)(=O)/C=C/c1ccccc1	0.5	-4.8	10.2	1.6	-0.3	21.5	-4.1	0.3	8.1
O=C(O)CCCC(=O)Nc1cccc(-c2nc3ccccc3[nH]2)c1	0.5	-0.4	3.3	12.4	0.4	-16.5	2.2	0.0	2.5
Cc1cc([N+](=O)[O-])nn1CC(=O)NNC(=S)Nc1ccc(Cl)cc1	0.1	2.7	11.3	13.6	1.2	-14.6	3.2	-3.3	12.0
CCn1c(=O)cc(OCC(=O)NCCc2ccc(OC)c(OC)c2)c2ccccc21	-1.0	-3.3	24.4	2.9	-1.9	2.2	-7.3	-2.0	7.0

# Structures shown so far that contain a Cl atom (4):
Molecule	L929 necroptosis	FXIa inh 1536	PPC-1+TRAIL kill	FXIIa inh 1536	Wee1 degr inh	CHOP inh	Tb hexokinase	TNF death inh	EP2 antag
Cc1ccc(NC(=O)C/C(N)=N/O)cc1Cl	1.1	2.8	11.7	10.8	-2.2	1.9	-6.7	-1.0	11.5
Cc1nn(Cc2ccc(C(=O)Nc3ccccc3F)cc2)c(C)c1Cl	-0.1	4.2	22.9	6.5	0.7	17.6	-7.3	4.7	5.3
O=S(=O)(c1ccccc1Cl)N1CCCC1c1nc(-c2ccccc2Cl)no1 (stereo not given)	-0.5	5.6	19.2	2.1	1.5	29.6	-2.8	-6.0	12.0
Cc1cc([N+](=O)[O-])nn1CC(=O)NNC(=S)Nc1ccc(Cl)cc1	0.1	2.7	11.3	13.6	1.2	-14.6	3.2	-3.3	12.0

# Going on with the list:
Molecule	L929 necroptosis	FXIa inh 1536	PPC-1+TRAIL kill	FXIIa inh 1536	Wee1 degr inh	CHOP inh	Tb hexokinase	TNF death inh	EP2 antag
Cc1ccc(OCC(=O)N2CCN(S(=O)(=O)c3ccccc3)CC2)c([N+](=O)[O-])n1	0.1	13.5	26.4	29.2	-2.3	-24.3	-8.0	0.2	8.3
N#CCCn1cc(/C=N/O)c(-c2cccc([N+](=O)[O-])c2)n1	0.0	1.7	4.4	7.1	3.2	12.8	1.5	0.8	1.7
COC(=O)C1(Cc2ccc(O)cc2)OC(=O)C(O)=C1c1ccc(O)cc1 (stereo not given)	0.7	3.6	18.1	8.3	.	-8.7	-39.2	-0.1	14.2
O=C(NC1CCN(C(=S)NCc2ccco2)CC1)c1cccc(F)c1	2.1	-9.8	9.1	3.0	-0.2	-19.9	-0.7	0.6	10.6
Cc1cnc(NC(=O)CSc2nnc(COc3c(C)cccc3C)o2)s1	-0.2	5.0	2.8	13.2	-1.9	55.4	2.1	-0.3	3.0
CC1(N2CCCCC2)CC2(O)C(=[N+]1[O-])CCC/C2=N\O (stereo not given)	-0.7	-3.1	14.8	-2.6	-1.7	15.3	0.4	-1.5	.
COc1ccc(OC/C(O)=C(\C#N)c2nc3ccccc3[nH]2)cc1	0.4	1.7	0.8	3.9	-2.7	-15.3	-10.9	-1.5	.
COc1ccc(C(CC(=O)NCc2ccccc2)Sc2n[nH]c(-c3ccc(Cl)cc3)n2)cc1 (stereo not given)	1.9	1.1	-5.0	12.1	1.5	27.5	11.3	1.2	7.7
COc1ccccc1N1CCN(CC(=O)c2c[nH]c3ccccc23)CC1	3.6	2.4	6.2	4.7	0.3	20.0	-4.8	4.6	9.6
CCN(CC)S(=O)(=O)c1ccc(/C=C/C(=O)Nc2c(C)n(C)n(-c3ccccc3)c2=O)cc1	1.3	-0.9	8.5	10.5	-4.0	25.9	-0.3	0.6	3.9
CC(C(=O)NC1CCCC1)N(Cc1ccc2c(c1)OCO2)C(=O)c1snc(C(N)=O)c1N (stereo not given)	-0.3	-4.1	8.0	7.5	1.4	16.6	-22.2	-12.7	10.4
COc1ccc(NC(=O)CCl)cn1	2.9	2.2	13.9	10.6	2.0	-5.0	-12.6	18.2	10.7
COc1ccc(-n2c(C)nc3c(cnn3-c3ccc(C)c(C)c3)c2=O)cc1	8.3	-0.6	-18.0	12.0	1.7	73.1*	-0.8	-1.7	10.4
C=C1c2cc(CC)ccc2NC(=O)N1c1ccc(C)cc1	2.6	-7.9	-8.4	-0.9	0.1	34.9	-1.7	0.1	14.3
COc1ccc(N(CC(=O)N2CCCC(C)C2)S(=O)(=O)c2c(C)nn(C)c2C)cc1 (stereo not given)	-0.5	-0.3	6.8	8.5	0.1	-16.8	-3.9	-0.9	10.3
CCCn1c(=O)c2ccccc2n2c(SCC(=O)NCc3cccs3)nnc12	-0.1	-2.7	10.8	-1.6	-0.5	37.5	-6.6	-2.2	5.6
Cc1ccc(S(=O)(=O)N2C(=S)SCC2(C)C)cc1	1.0	2.4	0.0	5.1	2.0	39.0	3.8	1.0	8.2
CC(C)OC(=O)CNc1n[nH]c(=S)[nH]c1=O	9.2	0.0	-1.7	9.7	-1.7	0.2	-11.6	0.5	100.9*
Cc1cc2ccccc2c(=O)n1CC(=O)NCC(=O)N(C)C1CCCCC1	1.5	2.8	-0.7	-5.1	-1.0	-14.5	-8.4	-1.2	8.6
O=C(c1cc2c(s1)-c1ccccc1S(=O)(=O)C2)N1CCN(Cc2ccccc2)CC1	0.1	4.2	22.1	7.4	-0.1	55.1	-29.0	-9.7	.
O=C(O)c1cc(NN=Nc2ccc(Br)cc2)cc([N+](=O)[O-])c1	1.0	6.5	-5.3	10.3	0.0	3.6	-20.7	0.3	12.1
NNc1nc(-c2ccccc2)cs1	-0.9	25.7	-5.4	12.8	-2.5	-13.1	0.6	-0.5	8.8
CCCCc1cc(=O)oc2cc(C)cc(O)c12	-0.3	-0.9	-6.6	11.6	0.0	47.1	-9.2	-1.4	10.0
Cc1cccc(C(=O)n2c(=S)nc3ccccn32)c1	-0.1	3.8	69.7*[5 µM]	7.0	5.7	14.9	-30.7	-1.3	19.2
Cc1nnc2c3ccccc3c(-c3ccc(O)cc3)nn12	0.2	-8.2	5.5	7.6	0.4	45.2	-10.3	-6.5	.
CCN(CC)C(=O)COc1ccc2oc(C)c(C(=O)OC(C)C)c2c1	-0.3	-14.9	-22.3	-2.3	3.4	-5.3	-6.7	1.2	4.1
Cc1cccc(C)c1NC(=O)C(c1cccc([N+](=O)[O-])c1)N(C)C(=O)c1ccccn1 (stereo not given)	-0.2	5.9	9.4	7.4	-3.0	-0.2	4.0	1.6	3.6
C=CCN1C(=O)/C(=C/c2ccc(O)cc2)S/C1=N/c1nccs1	0.7	6.0	-9.8	10.4	-0.8	15.6	-13.9	-1.7	15.6
c1ccc2c(c1)NC(c1ccncc1)n1c-2nc2ccccc21 (stereo not given)	1.2	-3.7	.	1.9	-2.1	9.7	-16.9	0.9	9.6
COc1cccc(/C=N/NC(N)=S)c1OCc1cccc(Cl)c1	0.2	0.0	23.5	6.1	-2.9	35.0	30.7	0.0	6.9
CC(C)(C)C(=O)NC1(C(F)(F)F)C(=O)Nc2c1c(=O)[nH]c(=O)n2Cc1ccco1 (stereo not given)	2.0	5.2	22.7	9.4	2.3	2.3	-4.3	1.7	.
CN(Cc1ccccc1)C(=O)c1nc2ccccn2c1CN1CCc2sccc2C1	0.1	-4.3	2.0	-1.1	3.1	24.4	-2.5	-0.5	6.8
CCC(C)(C)NC(=O)C(c1cccs1)N(C(=O)c1ccn[nH]1)c1ccccc1 (stereo not given)	-0.5	-3.8	14.0	1.7	-1.0	10.4	-0.9	0.3	6.2
O=C(NC1CCN(C(=S)NCCc2ccccc2)CC1)C1CC1	0.3	-2.9	.	3.4	-3.6	5.2	-0.9	1.2	5.9
CC(C)CC(NC(=O)c1ccco1)C(=O)Nc1ccc2c(c1)OCCO2 (stereo not given)	2.1	3.2	-1.5	14.4	-1.7	21.3	-2.3	0.0	0.7
